From PubChem BioAssay
C diff HTS: C. difficile growth inhibition; 86,000 tested, 0.25% active; growth activity, negative = inhibition, % at 16 µg/mL (by protocol); Clostridium difficile clinical isolate growth, OD600, 24 h; hits give low values;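 active means mean growth activity at or below -80% and every replicate also at or below -80%; inconclusive means mean at or below -80% but some replicate above -80%; inactive means mean growth activity above -80%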;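 further: 0% = DMSO wells and -100% = levofloxacin 16 µg/mL wells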
KDM4C inh: KDM4C (human) demethylase inhibition; AID 720574; inhibition, % at 12.5 µM; Q9H3R0; 96,000 tested, 0.15% active; GST-KDM4C 2-372, H3K9me3 peptide, LANCE TR-FRET;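 active means mean replicate inhibition above about 25%, with at least 55% of replicates also reaching it, limit read from the data, passing the limit was not always enough; inconclusive means only one of those two conditions met; inactive means neither condition met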
Target sequence (Q9H3R0 2-372 limits assumed): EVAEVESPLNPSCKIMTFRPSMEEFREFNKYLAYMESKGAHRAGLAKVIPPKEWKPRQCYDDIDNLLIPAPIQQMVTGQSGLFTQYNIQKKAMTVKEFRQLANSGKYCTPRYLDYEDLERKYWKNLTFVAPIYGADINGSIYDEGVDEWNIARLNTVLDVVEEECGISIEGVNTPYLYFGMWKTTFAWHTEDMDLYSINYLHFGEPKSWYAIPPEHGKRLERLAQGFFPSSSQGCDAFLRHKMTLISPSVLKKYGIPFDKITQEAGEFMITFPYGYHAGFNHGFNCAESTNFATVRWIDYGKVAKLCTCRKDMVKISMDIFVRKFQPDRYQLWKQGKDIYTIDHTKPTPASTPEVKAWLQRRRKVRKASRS
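System: N-terminal GST-fused human GASC-1 (KDM4C) fragment, residues 2-372 / Amount: 10 nM GST-KDM4C in enzyme reaction / Also added: H3K9me3 peptide with Fe(II)/2OG / Times: 30 min demethylation and 1 h detection at room temperature / Signal: LANCE TR-FRET / Read-out basis: Fall in 671/618 emission ratio as inhibition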
T cruzi growth: inhibitors of T. cruzi proliferation. T. cruzi beta-gal in NIH3T3, GalScreen luminescence, 90 h. inhibition, % at 8.34 µM. 77,000 tested, 5.9% active. AID 624255;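 active means mean inhibition above about 93%, with at least 55% of replicates each passing it, limit read from the data, passing the limit was not always enough; inconclusive means only one of those two conditions holds; inactive means neither condition holds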
Pf Dd2 inh: blocks growth of Plasmodium falciparum Dd2 parasites. P. falciparum Dd2 growth, SYBR Green, 72 h; hits give low values. activity change, % at 10 µM. 94,000 tested, 2.3% active; in the data active means activity change below about -80%; inconclusive means no clear call, values can overlap the other calls
* = called active by the depositor; ? = inconclusive; nt = not tested or not shown; & = joins results of further samples.

Sample of the layout, five compounds:
Under each structure – C diff HTS	KDM4C inh	T cruzi growth	Pf Dd2 inh
COc1ccc(NC(=O)Nc2ccc3c(c2)C(=O)N([C@@H](C)CO)C[C@@H](C)[C@H](CN(C)C(=O)CCC(F)(F)F)OCCCC[C@@H](C)O3)cc1
  -1	0.0	62	2
COc1ccc2c3c(n(C)c2c1)[C@H](CO)N(C(=O)CN1CCOCC1)CC31CCN(Cc2ccncc2)CC1
  0	-0.1	nt	7
C[C@@H]1CN([C@@H](C)CO)S(=O)(=O)c2ccc(-c3cccnc3)cc2O[C@H]1CN(C)C(=O)C1CC1
  nt	1.3	20	41
COc1ccc(CN(C)C[C@H]2Oc3ccc(NS(=O)(=O)c4ccccc4)cc3CC(=O)N([C@H](C)CO)C[C@@H]2C)cc1
  -10	1.4	nt	1
COc1ccc(C#Cc2ccc([C@H]3[C@H](CO)N4C(=O)CN(C(=O)c5ccncc5)C[C@@H]34)cc2)cc1
  -11	-0.8	nt	-27

Results, repeating the preview:
Under each structure – C diff HTS	KDM4C inh	T cruzi growth	Pf Dd2 inh
COc1ccc(NC(=O)Nc2ccc3c(c2)C(=O)N([C@@H](C)CO)C[C@@H](C)[C@H](CN(C)C(=O)CCC(F)(F)F)OCCCC[C@@H](C)O3)cc1
  -1	0.0	62	2
COc1ccc2c3c(n(C)c2c1)[C@H](CO)N(C(=O)CN1CCOCC1)CC31CCN(Cc2ccncc2)CC1
  0	-0.1	nt	7
C[C@@H]1CN([C@@H](C)CO)S(=O)(=O)c2ccc(-c3cccnc3)cc2O[C@H]1CN(C)C(=O)C1CC1
  nt	1.3	20	41
COc1ccc(CN(C)C[C@H]2Oc3ccc(NS(=O)(=O)c4ccccc4)cc3CC(=O)N([C@H](C)CO)C[C@@H]2C)cc1
  -10	1.4	nt	1
COc1ccc(C#Cc2ccc([C@H]3[C@H](CO)N4C(=O)CN(C(=O)c5ccncc5)C[C@@H]34)cc2)cc1
  -11	-0.8	nt	-27
CN(C)C(=O)c1ccc(-c2ccc3c(c2)[C@H]2[C@H](CCN2C(=O)Cc2ccccn2)[C@H](CO)N3C)cc1
  -6	-1.1	90	-30
C[C@@H]1CN([C@@H](C)CO)C(=O)c2cc(NS(=O)(=O)c3cn(C)cn3)ccc2O[C@H]1CN(C)C(=O)Nc1ccccc1
  -3	-4.8	24	1
COc1ccc(C#Cc2ccc3c(c2)[C@@H]2[C@@H](CCN2Cc2nccs2)[C@@H](CO)N3)cc1
  -2	1.5	89	-35
COc1ccc2c3c([nH]c2c1)[C@H](CO)N(Cc1ccc(Cl)cc1)CC31CN(Cc2nccs2)C1
  10	1.4	nt	-86*
C[C@H](CO)N1C[C@H](C)[C@@H](CN(C)S(=O)(=O)c2cccs2)Oc2c(NC(=O)C3CC3)cccc2C1=O
  -1	5.2	nt	59
C[C@@H]1CN([C@@H](C)CO)C(=O)c2cc(NS(=O)(=O)c3ccccc3)ccc2O[C@H]1CN(C)S(=O)(=O)c1cn(C)cn1
  2	1.1	6	14
N#C[C@H]1[C@H](c2ccc(-c3cccc(F)c3)cc2)[C@@H](CO)N1C(=O)NC1CCCCC1
  -6	6.3	nt	-23
C[C@@H]1CCCCO[C@@H](CN(C)S(=O)(=O)c2cn(C)cn2)[C@H](C)CN([C@H](C)CO)C(=O)c2cc(NS(C)(=O)=O)ccc2O1
  5	0.5	33	40
C[C@H]1CN([C@@H](C)CO)C(=O)c2cccc(NS(=O)(=O)c3ccc(Cl)cc3)c2O[C@H]1CN(C)S(=O)(=O)c1cccs1
  4	-0.1	58	-22
C[C@H](CO)N1C[C@H](C)[C@H](CN(C)CC2CC2)Oc2ccc(NC(=O)Nc3ccc(F)cc3)cc2CC1=O
  -2	nt	23	-75
CNC[C@@H]1Oc2ncc(C#Cc3ccc(F)cc3)cc2C(=O)N([C@H](C)CO)C[C@@H]1C
  3	-1.6	27	11
C[C@@H]1CN([C@@H](C)CO)C(=O)c2cc(C#CCN(C)C)cnc2O[C@H]1CN(C)S(C)(=O)=O
  1	3.9	-20	23
CCC(=O)N1C[C@H](C)[C@@H](OC)CN(C)C(=O)c2cc(NC(=O)Nc3ccccc3)ccc2OC[C@H]1C
  nt	0.8	-49	-14
CO[C@@H]1CN(C)C(=O)c2ccc(NS(=O)(=O)c3ccccc3C)cc2OC[C@@H](C)N(S(C)(=O)=O)C[C@H]1C
  0	0.3	2	6
CN(C)C(=O)c1ccc(-c2ccc3c(c2)[C@H]2[C@H](CCN2C(=O)C2CCCC2)[C@H](CO)N3C)cc1
  -2	0.1	nt	-62
C[C@H]1CN([C@@H](C)CO)C(=O)Cc2cc(N(C)C)ccc2O[C@@H]1CN(C)S(=O)(=O)c1ccc(F)cc1
  8	0.7	nt	-17
C[C@H](CO)N1C[C@H](C)[C@H](CN(C)S(=O)(=O)c2ccccc2)OCCCC[C@H](C)Oc2ccc(NC(=O)c3ccncc3)cc2C1=O
  -2	0.2	nt	-28
C[C@@H]1CN([C@@H](C)CO)C(=O)c2cc(NC(=O)NC3CCCCC3)ccc2O[C@@H]1CN(C)S(=O)(=O)c1cccs1
  -2	-0.5	40	28
C[C@@H]1CN([C@@H](C)CO)C(=O)c2cc(-c3cccc(F)c3)cnc2O[C@H]1CN(C)Cc1cccnc1
  1	-2.1	-18	14
CCCNC(=O)C[C@@H]1C[C@@H]2c3cc(NC(=O)C4CCOCC4)ccc3O[C@@H]2[C@@H](CO)O1
  0	4.8	nt	15
CO[C@@H]1CN(C)C(=O)c2cc(NC(=O)C3CC3)ccc2OC[C@H](C)N(C(=O)c2cccnc2)C[C@H]1C
  nt	0.2	-9	20
C[C@@H]1CN([C@H](C)CO)C(=O)c2cc(C#CC3CCCCC3)cnc2O[C@H]1CN(C)Cc1cccnc1
  -9&1	-1.0	nt	-27&20
COc1ccc(CN(C)C[C@H]2OCCCC[C@H](C)Oc3ccc(NC(=O)CCCN(C)C)cc3C(=O)N([C@@H](C)CO)C[C@@H]2C)cc1
  -4	4.4	-20	-2
Cc1ccccc1-c1cnc2c(c1)C(=O)N([C@@H](C)CO)C[C@H](C)[C@@H](CN(C)C(=O)c1ccncc1)O2
  7	-2.0	19	16
CCC(=O)N1CC(=O)N2[C@H](CO)[C@H](c3ccc(C#CCC(C)C)cc3)[C@@H]2C1
  -4	-1.9	nt	10
C[C@H](CO)N1C[C@H](C)[C@H](CN(C)C(=O)Nc2cccc(F)c2)Oc2ncc(C#CCN(C)C)cc2C1=O
  nt	0.3	-7	-9
Cc1ccc(S(=O)(=O)N(C)C[C@H]2Oc3cc(-c4cccc(F)c4)ccc3S(=O)(=O)N([C@@H](C)CO)C[C@@H]2C)cc1
  1	45*	124*	-48
CO[C@@H]1CN(C)C(=O)c2cc(NC(=O)CC(F)(F)F)ccc2OC[C@@H](C)N(C(=O)C2CC2)C[C@@H]1C
  -3	0.1	nt	24
C[C@@H]1CN([C@@H](C)CO)C(=O)CCCn2nncc2CO[C@H]1CN(C)C(=O)c1cc(-c2ccccc2)on1
  4	nt	-12	-4
C[C@@H]1CN([C@H](C)CO)C(=O)c2cc(NS(=O)(=O)c3ccc(Cl)cc3)ccc2O[C@@H]1CN(C)Cc1ccc(-c2ccccc2)cc1
  14	-0.3	?	10
CO[C@H]1CN(C)C(=O)c2ccc(NC(C)=O)cc2OC[C@H](C)N(C(=O)CC2CC2)C[C@H]1C
  nt	-0.4	-22	-35
O=C(C1CC1)N1CC2(C1)[C@H](c1ccccc1)[C@H](CO)N2Cc1nccs1
  -1	-2.0	nt	10
C[C@@H]1CN([C@H](C)CO)S(=O)(=O)c2ccc(C3=CCCCC3)cc2O[C@@H]1CN(C)C(=O)CN(C)C
  5	3.6	83	-47
CS(=O)(=O)N1[C@@H]2Cn3c(ccc(C4=CCCC4)c3=O)[C@H]1[C@@H](C(=O)N1CCCCC1)[C@@H]2CO
  0	0.5	35	14
C[C@@H]1CCCCO[C@@H](CN(C)S(C)(=O)=O)[C@H](C)CN([C@H](C)CO)C(=O)c2cc(NC(=O)Nc3ccc(C(F)(F)F)cc3)ccc2O1
  2	0.5	101	-72
C[C@H](CO)N1C[C@H](C)[C@H](CN(C)C(=O)c2ccc(F)cc2)OCc2ccccc2-c2ccccc2C1=O
  0	0.6	44	-27
COc1cccc(-c2ccc3c(c2)O[C@H](CN(C)Cc2cccnc2)[C@H](C)CN([C@H](C)CO)S3(=O)=O)c1
  -3	0.3	112*	-3
COCC(=O)Nc1ccc2c(c1)C(=O)N(C)[C@@H]1CC[C@H](CC(=O)NCc3ccccc3)O[C@H]1CO2
  13	3.5	59	-3
C[C@H]1CN([C@@H](C)CO)S(=O)(=O)c2ccc(-c3cncnc3)cc2O[C@@H]1CN(C)C(=O)c1cccc(F)c1
  -1	1.1	nt	30
COc1ccc(NC(=O)N(C)C[C@@H]2OCCCC[C@H](C)Oc3ccc(NC(=O)Nc4cccc5ccccc45)cc3C(=O)N([C@H](C)CO)C[C@@H]2C)cc1
  1	-1.6	-11	2
COCC(=O)N(C)C[C@@H]1Oc2cc(-c3ccc(OC)cc3)ccc2S(=O)(=O)N([C@@H](C)CO)C[C@H]1C
  0	-0.7	20	14
COC(=O)C[C@@H]1CC[C@@H]2[C@@H](COc3ccc(NC(=O)c4cccc(Cl)c4)cc3C(=O)N2C)O1
  3	-1.4	16	nt
CCC(=O)N(C)C[C@H]1Oc2ncc(-c3ccccc3OC)cc2C(=O)N([C@H](C)CO)C[C@H]1C
  3	17	-12	4
O=C(C[C@@H]1CC[C@@H]2[C@H](COC[C@H](O)CN2S(=O)(=O)c2ccccc2F)O1)NCc1ccccc1Cl
  nt	0.6	11	-4
Cn1cnc(S(=O)(=O)N2CC[C@@H]3[C@H]2c2cc(C#Cc4ccccc4F)ccc2N[C@@H]3CO)c1
  -4	-1.8	81	-8
O=C(N[C@@H]1CC[C@H](CCn2cc(Cc3ccccc3)nn2)O[C@H]1CO)c1ccccn1
  -2	0.3	56	-15
COc1ccc(NC(=O)Nc2cccc3c2O[C@H](CN(C)C(=O)NC(C)C)[C@@H](C)CN([C@@H](C)CO)C3=O)cc1
  -2	-0.1	-12	-5
CC(C)NC(=O)N1C[C@H]2[C@@H](c3ccccc31)[C@H](CO)N2Cc1ccccn1
  -2	3.3	-7	9
CO[C@H]1CN(C)C(=O)c2cc(NC(=O)Nc3cc(F)ccc3F)ccc2OC[C@@H](C)N(C(=O)c2ccccn2)C[C@H]1C
  -4	0.3	-27	3
CC(=O)N(C)C[C@H]1[C@H](c2ccc(-c3ccccc3)cc2)[C@@H](CO)N1C(=O)C1CC1
  0	1.6	?	-7
O=C(C[C@@H]1CC[C@@H]2[C@H](COC[C@H](O)CN2Cc2ccccc2F)O1)N[C@H]1CCN(Cc2ccccc2)C1
  nt	-0.1	45	-36
O=C(Nc1cc(F)ccc1F)N1CCCCN2[C@H](CO)[C@@H](c3ccc(-c4ccncc4)cc3)[C@@H]2C1
  13	-0.4	88	-16
CC(=O)N(C)C[C@@H]1Oc2ncc(-c3ccc(C(=O)N(C)C)cc3)cc2C(=O)N([C@@H](C)CO)C[C@@H]1C
  -18	0.5	28	36
O=C(NC1CCCCC1)[C@@H]1[C@@H](CO)[C@@H]2Cn3c(cccc3=O)[C@@H]2N1CC1CCCC1
  3	6.2	nt	-21
COc1ccc(S(=O)(=O)Nc2ccc3c(c2)C(=O)N([C@H](C)CO)C[C@@H](C)[C@H](CN(C)S(=O)(=O)c2ccc(OC)cc2)OCCCC[C@@H](C)O3)cc1
  4	-3.2	?	-73

(listing goes on)
Under each structure – C diff HTS	KDM4C inh	T cruzi growth	Pf Dd2 inh
CCC(=O)N(C)C[C@H]1Oc2cc(C#CCOC)ccc2S(=O)(=O)N([C@H](C)CO)C[C@H]1C
  -2	1.1	100	18
COc1ccc(NC(=O)Nc2ccc3c(c2)CC(=O)N([C@@H](C)CO)C[C@@H](C)[C@H](CN(C)C(=O)NC2CCCCC2)O3)cc1
  -5	8.8	23	-14
CCC(=O)N(C)C[C@@H]1Oc2cc(C#CC3CCCC3)ccc2S(=O)(=O)N([C@H](C)CO)C[C@H]1C
  -20	-1.7	71	-76
C[C@H](CO)N1C[C@H](C)[C@H](CN(C)C(=O)Nc2ccc(F)cc2)OCc2cnnn2CCCC1=O
  nt	0.3	45	-5
C[C@H]1CN([C@@H](C)CO)C(=O)c2cc(NC(=O)Nc3ccc4c(c3)OCO4)ccc2O[C@H]1CN(C)S(=O)(=O)c1ccc(Cl)cc1
  -2	-1.2	64	3
CC(C)C#Cc1ccc([C@@H]2[C@H](CO)N3CCCCN(C(=O)c4ccc5c(c4)OCO5)C[C@@H]23)cc1
  -15	0.4	35	-83*
C[C@H](CO)N1C[C@H](C)[C@H](CN(C)C(=O)Nc2ccc(F)cc2)OCCCC[C@H](C)Oc2ccc(NC(=O)Nc3ccc(C(F)(F)F)cc3)cc2C1=O
  0	0.1	98*	10
C[C@@H]1CN([C@H](C)CO)C(=O)c2cc(C3=CCCC3)cnc2O[C@@H]1CN(C)Cc1ccccc1
  4	0.4	8	-17

Rows are unselected; any-hit rate near 6.7%.
